Screens as filed in PubChem.
697 NFkB inh: lowers PMA/ionomycin-induced NF-kB signal in 697 B cells; 697 B-cell NF-kB luciferase reporter, 16 h; inhibition, % at 4 µM; 330,000 tested, 0.33% active; AID 435022; in the data active = inhibition above about 35%
CHOP UPR activ: activators of apoptotic arm of unfolded protein response (CHOP); activation, % at 10 µM; AID 449763; CHO-CHOP luciferase reporter, UPR activation, luminescence; percent of tunicamycin response over DMSO baseline; 330,000 tested, 0.34% active;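 active = at 10 µM dose, activation of 40% or more, normalized to positive control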;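 also: 100% = tunicamycin at 10 µg/mL and 0% = DMSO alone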
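assay system = CHO CHOP reporter cells | amount = 500 CHO-CHOP cells per well | buffer or medium = F12 with 10% FBS | incubation = 16-18 h cell attachment, then 6 h compound exposure, 37 °C | detection = luminescence read with Steady-Glo | read-out = percent activation relative to tunicamycin control | controls = tunicamycin high control, DMSO low control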
Jurkat NFkB inh: lowers PMA/ionomycin-induced NF-kB signal in Jurkat cells; 330,000 tested, 0.53% active; inhibition, % at 4 µM; AID 435003; PMA/ionomycin-induced NF-kB luciferase reporter, luminescence; in the data active = inhibition above about 50%
APJ ag: activates the human apelin receptor APJ. P35414. CHO-K1 APJ PathHunter beta-arrestin, luminescence; 0% DMSO wells, 100% apelin. activation, % at 20 µM. 330,000 tested, 0.11% active. AID 2520;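 active = activation more than six SD over the plate average, tested at 20 µM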;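 also: 0% = DMSO alone and 100% = apelin-13 at 10 nM; some results filed as inactive read as strong as hits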
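Assay system: CHO-K1 APJ beta-arrestin complementation cell line / Compound: single test compound dose, 20 µM final, 1% DMSO / Times: overnight seeding, 90 min compound at 25 °C, 1 h detection / Technique: beta-gal luminescence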
Mdm2-MdmX inh: human Mdm2/MdmX binding inhibition. O15151+Q00987. SaOS-2 split-luciferase Mdm2/MdmX complementation, luminescence. inhibition, % at 8 µM. 330,000 tested, 3% active. AID 485346;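 active = inhibition of at least 50% at 8 µM in the primary screen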
Target sequence (O15151 whole entry, looked up): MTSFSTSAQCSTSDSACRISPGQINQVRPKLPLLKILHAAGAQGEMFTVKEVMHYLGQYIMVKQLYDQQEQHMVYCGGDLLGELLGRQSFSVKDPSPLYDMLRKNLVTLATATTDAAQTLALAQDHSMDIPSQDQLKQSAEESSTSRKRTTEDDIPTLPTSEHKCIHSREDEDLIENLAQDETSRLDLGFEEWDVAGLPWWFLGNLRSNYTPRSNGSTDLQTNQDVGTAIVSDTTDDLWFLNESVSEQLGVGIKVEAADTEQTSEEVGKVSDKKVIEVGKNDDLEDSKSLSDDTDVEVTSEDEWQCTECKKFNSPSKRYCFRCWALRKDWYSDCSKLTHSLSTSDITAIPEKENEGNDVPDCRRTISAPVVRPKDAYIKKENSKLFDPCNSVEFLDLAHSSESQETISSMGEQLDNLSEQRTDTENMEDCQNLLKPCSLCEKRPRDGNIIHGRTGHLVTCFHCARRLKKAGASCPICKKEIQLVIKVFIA
Target sequence (Q00987 whole entry, looked up): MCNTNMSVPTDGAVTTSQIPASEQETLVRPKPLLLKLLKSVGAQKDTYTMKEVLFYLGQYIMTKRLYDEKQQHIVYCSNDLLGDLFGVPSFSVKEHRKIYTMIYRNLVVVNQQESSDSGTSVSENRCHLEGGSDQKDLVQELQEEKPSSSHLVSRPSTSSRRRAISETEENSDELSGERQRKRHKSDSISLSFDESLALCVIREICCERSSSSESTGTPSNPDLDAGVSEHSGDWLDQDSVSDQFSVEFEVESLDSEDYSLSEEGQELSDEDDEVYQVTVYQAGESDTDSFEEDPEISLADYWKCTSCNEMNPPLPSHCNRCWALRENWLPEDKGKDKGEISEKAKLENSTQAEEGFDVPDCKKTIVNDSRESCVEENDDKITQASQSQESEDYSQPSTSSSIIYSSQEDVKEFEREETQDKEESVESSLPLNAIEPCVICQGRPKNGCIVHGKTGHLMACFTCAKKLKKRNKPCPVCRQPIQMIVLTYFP
APJ antag: antagonists of human APJ apelin receptor. P35414. CHO-K1 APJ beta-arrestin complementation, luminescence. inhibition, % at 20 µM. 330,000 tested, 0.32% active. AID 2521;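 active = inhibition above about 40% at 20 µM, limit read from the data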;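 also: cells challenged with 10 nM apelin-13 agonist together with compound; plate controls were apelin-13 plus DMSO wells for no effect and DMSO wells lacking apelin-13 for full effect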
tim23-1 inh: growth inhibitors of tim23-1 mutant yeast; S. cerevisiae tim23-1 growth, BacTiter-Glo luminescence, 24 h; inhibition, % at 20 µM; 330,000 tested, 1.3% active; AID 463212;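 active = growth inhibition of the mutant yeast at or above 50%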;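 also: temperature-sensitive mutant grown at 25 °C; plate controls were DMSO-treated mutant yeast for no effect and medium wells lacking yeast for full effect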
XBP1 UPR activ: activators of adaptive arm of unfolded protein response (XBP1). CHO-XBP1 luciferase reporter, IRE1-XBP1 UPR activation, luminescence; percent of tunicamycin response, DMSO as zero. activation, % at 20 µM. 330,000 tested, 0.33% active. AID 463104;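 active = versus positive control, 20 µM dose yields 30% or more activation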;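 also: 100% = tunicamycin at 10 µg/mL and 0% = DMSO only wells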
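Signal: luciferase luminescence; Assay system: CHO-XBP1 luciferase reporter cells; Amount: one thousand reporter cells per well; Dosing: 20 µM single concentration, DMSO 1%; Benchmarks: high control tunicamycin 10 µg/mL final, low control DMSO vehicle only; Schedule: 6 h compound exposure at 37 °C, 5% CO2; Evaluation: percent activation relative to tunicamycin reference.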
Active calls of the source: *; · = not tested or not shown. This is a random part of the collection; 5% or so of the library scored in one or more.

SMILES	697 NFkB inh	CHOP UPR activ	Jurkat NFkB inh	APJ ag	Mdm2-MdmX inh	APJ antag	tim23-1 inh	XBP1 UPR activ
CCOC(=O)C1=C(C)Nc2nnnn2C1c1cccc(OC)c1OC (centres undefined)	8	0.0	5	-2	3	-3	11	-1
CCOC(=O)c1c(C)oc2ccc(OCC(N)=O)cc12	7	0.3	6	-3	-4	-1	14	2
COc1ccc(CC(=O)NCc2ccc3c(c2)OCO3)cc1	8	0.1	-1	-1	5	9	2	-2
CN(CCOc1ccccc1)C(=O)C1CCN(C(=O)c2ccc(Cl)cc2)CC1	-3	-0.5	10	-4	7	10	7	-6
Cc1ccc(-c2cc(-c3ccccc3[N+](=O)[O-])[nH]n2)c(O)c1	-68	3.5	-106	6	-77	-9	60*	5
CCOC(=O)CSc1nc2cccnc2n1C	-2	-0.9	6	1	-5	11	6	2
COCC(C)n1c(C)cc(C(=O)COC(=O)c2cc(=O)[nH]c3ccccc23)c1C (centres undefined)	-8	-4.3	-7	-1	58*	1	13	-6
CCOc1ccc(-n2c(SCC(=O)Nc3ccc4c(c3)OCO4)nc3ccccc3c2=O)cc1	13	3.5	-4	-1	30	5	22	-1
N#Cc1nc(COc2ccccc2)oc1N1CCCCCC1	-25	2.5	-2	0	16	-3	18	4
O=C(c1nc2ccccn2c1CNCCOc1cccnc1)N1CCOCC1	1	-0.2	-2	-3	1	-13	20	-1
O=C(CCNC(=O)C1CCN(S(=O)(=O)c2ccccc2)CC1)NCc1ccc(Cl)c(Cl)c1	7	-0.3	10	-2	-5	12	2	-7
CC[C@]12c3[nH]c4cc(-c5ccco5)ccc4c3CCN1C(=O)[C@@H](CC(=O)NCCCN(C)C)C[C@@H]2C(=O)N1CCN(C(=O)C2CC2)CC1	4	1.9	·	·	12	·	27	1
O=C1CCN(Cc2ccc([N+](=O)[O-])cc2)CCN1[C@H](CO)Cc1ccccc1	24	-3.1	8	-6	10	16	-2	-3
CCC1(c2ccc(F)cc2)NC(=O)N(CC(=O)Nc2cc(C)on2)C1=O (centres undefined)	15	-2.1	-5	-3	13	-8	7	-4
CC1(C)CN(c2cccc(C#N)c2)C1=O	13	-0.3	-2	-3	-13	-1	2	0
O=C(Cc1cccc2ccccc12)N/N=C1\CCCc2ccccc21	-6	0.7	28	4	41	-10	14	-3
Cc1csc(NC(=O)COCC(=O)O)c1-c1nc2ccccc2s1	4	1.5	13	2	19	11	15	-1
O=C(CN1CCN(c2ccccn2)CC1)Nc1cc(C(F)(F)F)ccc1Cl	-13	2.9	-3	0	14	-6	35	-4
Cc1ccccc1NC(=S)NCC1CCN(C(C)c2ccccc2)C1 (centres undefined)	16	2.9	-12	-6	-12	0	4	-4
Cc1ccc2c(c1)N(CC(=O)NC1CCC(C)CC1)C(=O)c1cccnc1O2 (centres undefined)	-21	1.6	-15	-1	-32	-1	28	-3
CC1CCC(N2CCN(C(=O)c3ccccc3F)CC2)CC1 (centres undefined)	-33	0.7	-28	-2	-67	9	-3	-5
COc1ccc(NC(=O)Nc2cnccn2)cc1	-14	1.8	-28	-3	-1	-10	7	0
CCOC(=O)c1cnn(Cc2ccc(C)cc2)c1N	-7	0.9	-4	-2	-37	1	12	4
O=C(Nc1ccccc1C(=O)N1CCCCCC1)c1ccccc1Cl	9	0.6	1	-2	1	6	12	-2
O=C(Nc1ccc(N2CCCC2)c(Cl)c1)c1ccco1	-198	-2.1	-165	-2	-128	3	12	-5
O=C(O)c1ccccc1OCC1CCCO1 (centres undefined)	-3	1.1	12	-4	7	-8	8	-1
O=S(=O)(NCc1ccccn1)c1ccc(Br)s1	-7	-0.8	1	-4	1	9	8	0
Cc1ccc(CN2CCNC(=O)C2CC(=O)N(C)C(C2CC2)C2CC2)o1 (centres undefined)	1	-0.6	-4	0	3	14	-7	-4
CCOP(=O)(NC12CC3CC(CC(C3)C1)C2)NC12CC3CC(CC(C3)C1)C2	-4	0.0	3	-2	18	-2	25	0
CCn1c(C)nc2cc(C(=O)NNC(=O)c3ccc(C)cc3)ccc21	-58	1.9	-69	-1	28	0	15	-1
Cc1ccc([N+](=O)[O-])cc1-c1ccc(/C=N/NC(=O)CN2CCOCC2)o1	9	0.5	7	-3	12	-5	-5	-2
O=C(/C=C/c1ccccc1)Nc1ccc(S(=O)(=O)N2CCOCC2)cc1	-62	0.1	-16	-2	14	-5	33	-1
C=C(C)Cn1c(C2CC(=O)N(Cc3ccccc3)C2)nc2ccccc21 (centres undefined)	-12	-1.5	-3	-1	-10	11	34	0
Cc1ccc(-c2nnn(CC(=O)NCC3COCCO3)n2)o1 (centres undefined)	11	-1.3	6	-1	-10	20	9	-2
COc1cc(/C=N/NS(=O)(=O)c2ccc(C(C)(C)C)cc2)cc([N+](=O)[O-])c1O	3	-1.1	-9	-3	-2	13	17	-3
Cc1ccc(C)c(N(CC(=O)N2CCCCCC2)S(C)(=O)=O)c1	6	0.7	1	-2	22	12	-3	-4
O=C(O)CCCn1c(=S)[nH]c2c(sc3ccc([N+](=O)[O-])cc32)c1=O	5	-1.9	-6	-2	14	20	15	-5
Cc1ccc(NC(=O)COC(=O)CCC2CCCC2)cc1S(=O)(=O)N1CCOCC1	4	0.6	2	-2	-2	-1	8	-1
Cc1c(CCC(=O)NCCCn2ccnc2)c(=O)oc2cc3oc4c(c3cc12)CCCC4	17	2.3	5	10	10	-26	20	6
CC1CN(C(=O)c2ccc(NS(=O)(=O)c3ccc(F)c(F)c3)cc2)CC(C)O1 (centres undefined)	-10	-0.3	-2	-1	5	-34	-23	-3
CCOC(=O)N1CCC(NC(=O)c2oc3c(C)c(C)ccc3c2C)CC1	-7	2.6	-6	6	25	-26	60*	2
O=C(NCCCN1CCc2ccccc2C1)Nc1ccc(Br)cc1	-11	2.5	-5	1	-25	3	11	1
Cc1ccc(C)c(NC(=O)COC(=O)c2ccc3c(c2)OCO3)c1	-11	-1.2	4	-3	24	5	-2	1
COc1ccc(CCN(C)Cc2ccc(C(=O)Nc3ccccc3)cc2)cc1OC	-4	0.2	33	-7	34	0	2	-2
CCCc1nc2ccccc2[nH]1	23	1.1	-6	-4	-16	11	20	0
Nc1nc(NCCCN2CCOCC2)nc(Nc2cccc(F)c2)c1[N+](=O)[O-]	-11	-2.0	-4	-4	25	26	-29	5
COc1ccc2oc(C)c(C(=O)NN)c2c1	16	-0.3	0	0	6	2	13	-2
O=C(Nc1nnc(CCc2ccccc2)s1)c1cccc(F)c1	-46	3.4	-21	-2	-28	-12	11	1
CCc1nc(SCC(=O)Nc2ccccc2OC)n[nH]1	4	0.7	19	-1	13	7	-6	-1
Cc1cc(C)cc(OCC(=O)NC2=NCCS2)c1	3	-0.1	-1	0	-40	3	17	0

The final 2 records of the section before come first, to join the parts.
SMILES	697 NFkB inh	CHOP UPR activ	Jurkat NFkB inh	APJ ag	Mdm2-MdmX inh	APJ antag	tim23-1 inh	XBP1 UPR activ
CCc1nc(SCC(=O)Nc2ccccc2OC)n[nH]1	4	0.7	19	-1	13	7	-6	-1
Cc1cc(C)cc(OCC(=O)NC2=NCCS2)c1	3	-0.1	-1	0	-40	3	17	0
COc1ccccc1-n1c(-c2cc(-c3ccco3)[nH]n2)n[nH]c1=S	7	-0.1	-14	-2	2	6	-1	-3
Cc1nc2c(-c3ccc(Cl)cc3)c(C)[nH]n2c(=O)c1Cc1ccccc1	16	11	4	1	53*	-5	20	-1
COc1ccccc1C(=O)NCC(=O)NC(C)c1ccc(-n2ccnc2)cc1 (centres undefined)	-16	-0.9	6	-7	9	4	7	-4
CCOc1ccc(Nc2cc(=O)oc3ccccc23)cc1	-18	-1.4	6	-6	0	2	17	-5
COc1ccc(OC)c(NS(=O)(=O)c2cc(OC)ccc2OC)c1	15	-3.0	-4	0	7	-9	-7	0
O=C(COC(=O)c1ccc2ncsc2c1)Nc1ccc(Cl)cc1	-21	-1.5	9	-2	-24	-23	36	-1
CCOc1ccc(N2C(=O)CC(N3CCN(c4ccc([N+](=O)[O-])cc4)CC3)C2=O)cc1 (centres undefined)	1	-0.4	16	-1	9	-3	3	-1
O=c1c2ccccc2c(-c2n[nH]c(=S)o2)nn1Cc1ccccc1	16	-0.7	9	-3	27	21	2	-2
O=C1NC(c2cccs2)C(C(=O)c2ccccc2)C(O)(C(F)(F)F)N1 (centres undefined)	9	-1.7	3	-2	5	13	0	0
COc1ccccc1N(CC(=O)NCc1cccnc1)S(C)(=O)=O	10	-1.1	6	-2	12	25	0	-2
O=C(CCc1nnc2n(Cc3ccc(F)cc3)c(=O)c3ccccc3n12)N1CCN(c2ccccn2)CC1	-8	2.6	8	-2	22	28	21	-4
COc1ccccc1/C=C/C(=C1/C(=O)N(c2ccccc2)N=C1C)c1ccc(C)cc1	16	0.0	3	-2	18	2	30	-1
CCC1(C)Cc2ccccc2-c2[nH]c(=S)[nH]c(=O)c21 (centres undefined)	1	0.8	10	1	-1	16	31	-4
CN(Cc1ccccc1O)CC1CCCN(CCc2ccc(Cl)cc2)C1 (centres undefined)	-1	-0.3	-2	-2	42	9	-60	-4
O=C(COc1ccccc1O)NNc1ccccc1	15	0.2	18	-4	-4	5	-45	-2
COC(=O)c1c(C)[nH]c(C(=O)CN2C(=O)C3CC=CCC3C2=O)c1C (centres undefined)	-42	5.4	-57	0	-43	-4	5	2
O=C(Cc1cccc(C(F)(F)F)c1)Nc1cccc(S(=O)(=O)N2CCCC2)c1	9	0.7	2	-3	2	5	-1	-2
Cc1c(-c2ccccc2)sc(N)c1C(=O)N1CCOCC1	10	-2.3	-4	-2	-1	13	21	-2
COc1ccc(N=Nc2[nH]c3ccc(C)cc3c2O)cc1	-5	2.0	-28	-2	-11	4	18	1
CCOc1ccc(C(=O)NC(=S)Nc2ccc(NC(=O)C(C)C)cc2)cc1[N+](=O)[O-]	13	0.3	5	-2	-4	11	-4	-2

Reprinted at random: 5 records from the list
SMILES	697 NFkB inh	CHOP UPR activ	Jurkat NFkB inh	APJ ag	Mdm2-MdmX inh	APJ antag	tim23-1 inh	XBP1 UPR activ
COc1ccc(N=Nc2[nH]c3ccc(C)cc3c2O)cc1	-5	2.0	-28	-2	-11	4	18	1
O=C(CCc1nnc2n(Cc3ccc(F)cc3)c(=O)c3ccccc3n12)N1CCN(c2ccccn2)CC1	-8	2.6	8	-2	22	28	21	-4
CCC1(C)Cc2ccccc2-c2[nH]c(=S)[nH]c(=O)c21 (centres undefined)	1	0.8	10	1	-1	16	31	-4
COC(=O)c1c(C)[nH]c(C(=O)CN2C(=O)C3CC=CCC3C2=O)c1C (centres undefined)	-42	5.4	-57	0	-43	-4	5	2
Cc1c(-c2ccccc2)sc(N)c1C(=O)N1CCOCC1	10	-2.3	-4	-2	-1	13	21	-2

(cont.)
SMILES	697 NFkB inh	CHOP UPR activ	Jurkat NFkB inh	APJ ag	Mdm2-MdmX inh	APJ antag	tim23-1 inh	XBP1 UPR activ
COCc1c(C(=O)NC2CCCCCC2)oc2ccccc12	13	4.8	-9	1	9	2	27	-1
CSc1nnc(NC(=O)c2nc(S(=O)(=O)Cc3ccccc3F)ncc2Cl)s1	-81	44*	-2	5	100*	14	15	-9
CCOc1cc(/C=N/NC(=O)C(=O)NC2CC2)cc(Br)c1O	-1	2.9	17	3	-14	15	1	1
CCOc1ccc(Br)cc1S(=O)(=O)N1CCCN(C)CC1	7	1.9	5	-1	16	29	2	-4
